BCR signal inh = chronic active BCR signaling inhibition; AID 493014; Potency, µM (doses to about 46.1 µM), for inactives: at the highest dose ratio change, negative = lower green/red ratio, actives largely listed as inhibitors; actives 0.05% (n = 340,000); ABC-DLBCL IkBa-CBG/CBR reporter, luminescence ratio, 4 h; active = well fitted inhibition curve with a large enough effect in the signal ratio, with a control signal flat, not every such curve was filed as active; inconclusive = small, poorly fitted or top-dose-only effect, or effect the other way, or a change in a side signal; the % refers to the signal ratio;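 note: potency is the fitted concentration of half-maximal effect; plate controls were basal doxycycline-induced cells for no effect and cells given 10 µM MG132 for full effect; MG132 reads +100%, hits lower the ratio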
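TMD8 ABC-DLBCL cells carrying doxycycline-inducible green luciferase fused to IkappaBalpha plus unfused red luciferase were exposed to compounds (up to 46 uM) for 4 hrs at 37C. Activity came from the overlap-corrected green/red luminescence ratio.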
TSG101-PTAP inh = blocks PTAP/TSG101 interaction to inhibit HIV-1 budding. Q99816. Fluorescence polarization, FITC-PTAP peptide / Tsg101 binding. Potency, µM (series often up to 115 µM), inactives show at the highest dose activity change, negative = inhibition, usual class: inhibitors. 340,000 tested, under 10 active. AID 493005; active = well fitted inhibition curve with a large enough effect in the main read-out, with a control signal flat, not every such curve was filed as active; inconclusive = small, poorly fitted or top-dose-only effect, or effect the other way, or a change in a side signal; inactive = no such curve, though single readings can be large or run the other way; note: potency is the fitted concentration of half-maximal effect; % of control where 0% means no effect
Target sequence (Q99816 whole entry, looked up): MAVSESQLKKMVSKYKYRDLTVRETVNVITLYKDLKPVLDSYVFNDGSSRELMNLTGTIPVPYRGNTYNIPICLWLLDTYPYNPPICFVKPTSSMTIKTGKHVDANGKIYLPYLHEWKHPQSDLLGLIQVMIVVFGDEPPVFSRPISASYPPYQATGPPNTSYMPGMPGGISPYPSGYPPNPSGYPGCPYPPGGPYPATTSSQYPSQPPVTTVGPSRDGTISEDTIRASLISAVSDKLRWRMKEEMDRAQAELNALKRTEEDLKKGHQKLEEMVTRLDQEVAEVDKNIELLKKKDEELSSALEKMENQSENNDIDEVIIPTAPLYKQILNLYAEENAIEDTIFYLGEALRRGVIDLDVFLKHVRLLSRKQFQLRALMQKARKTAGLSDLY
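Tsg101 binding domain (10 uM final) was mixed with compound and a FITC-labeled PTAP peptide (50 nM final) in HEPES pH 7.5 buffer with NaCl, Tween 20, EDTA and TCEP; fluorescence polarization was read after 20 min at r.t.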
Mito fusion yeast = mitochondrial division inhibition or fusion activation; S. cerevisiae fusion-defective mutant growth rescue, CellTiterGlo 48 h; Potency, µM (titrated, usually from 46.1 µM), for the others: at the highest dose growth rescue (activation), hits mostly activators; actives 0.23% (n = 320,000); AID 485298;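 note: potency is the fitted concentration of half-maximal effect; % of control where 0% means no effect; nearly all actives have a fitted effect of over 45% in size; temperature-sensitive fusion mutants such as fzo1-1 at 37 °C on non-fermentable ethanol glycerol medium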
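Growth-rescue viability read-out: after 48 h at the non-permissive 37C in glycerol/ethanol YPEG, yeast mitochondrial fusion mutants are measured by CellTiterGlo luminescence; compounds (23 nl pinned per well) restoring growth score as division inhibitors or fusion activators.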
S-ASM inh = human S-ASM enzyme inhibition. Potency, µM (highest dose often 57.5 µM), for inactives: at the top dose activity change, negative = inhibition, most hits filed as inhibitors. actives 0.006% (n = 340,000). placental ASM, HMU-PC fluorogenic substrate, 60 min; note: potency is the fitted concentration of half-maximal effect
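HMU-PC0 cleavage (9 uM final) by human placental ASM, 60 min at 37 °C following 10 min compound exposure at RT; stopped at pH 10, fluorescence Ex 386/Em 447 nm.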
Tb PFK block = blocks T. brucei phosphofructokinase. AID 485367. O15648. T. brucei PFK, ADP-Glo luminescence. Potency, µM (titrated, usually from 57.5 µM), for the others: top-dose activity, negative = inhibition, usual class: inhibitors. actives 0.17% (n = 330,000);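 note: potency is the fitted concentration of half-maximal effect; 0% = uninhibited 1x PFK enzyme wells and -100% = no-enzyme wells; nearly all actives have a fitted effect of over 60% in size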
Target sequence (O15648 whole entry, looked up): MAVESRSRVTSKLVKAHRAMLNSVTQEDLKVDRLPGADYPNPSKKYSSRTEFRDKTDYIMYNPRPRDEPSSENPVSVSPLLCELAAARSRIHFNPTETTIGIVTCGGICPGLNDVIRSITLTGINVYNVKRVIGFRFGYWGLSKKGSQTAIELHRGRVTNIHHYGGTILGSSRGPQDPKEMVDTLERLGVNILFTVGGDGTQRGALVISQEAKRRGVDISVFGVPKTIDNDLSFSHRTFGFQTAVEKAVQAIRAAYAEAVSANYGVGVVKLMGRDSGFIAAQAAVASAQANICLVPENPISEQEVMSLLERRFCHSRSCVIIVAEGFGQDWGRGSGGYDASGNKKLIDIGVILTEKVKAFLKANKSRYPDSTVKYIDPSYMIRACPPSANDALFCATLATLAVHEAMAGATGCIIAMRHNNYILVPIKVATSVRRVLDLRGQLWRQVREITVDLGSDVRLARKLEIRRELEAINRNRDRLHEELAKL
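Luminescent ADP detection (ADP-Glo, two-step: ATP depletion then ADP-to-ATP conversion for luciferase) reported PFK activity after 45 min room-temperature reaction of 1.25 nM enzyme with 0.5 mM F6P and 0.1 mM ATP at pH 8.0.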
a7 integrin act = activators of alpha7 integrin expression for muscular dystrophy; alpha7betagal myoblasts, beta-gal FDG fluorescence, 48 h; Potency, µM (series often up to 38.3 µM), for inactives: at the top dose activation, hits mostly activators; actives 0.064% (n = 350,000); AID 624291;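 note: potency is the fitted concentration of half-maximal effect; 100% = response of the positive control SU9516; nearly all actives have a fitted effect of over 60% in size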
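Alpha7betagal+/- myoblasts (passage 13) were plated 16-24 hr, then exposed to compounds (1:260 dilution of DMSO stock) for 48 hours at 37C. After MPER lysis, β-galactosidase reporter activity was read as FDG fluorescence (ex 480/em 540) after 30 minutes.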
TSHR antag = antagonists of human thyroid stimulating hormone receptor | TSHR-expressing cells, TSH-stimulated cAMP HTRF, 2 h; stronger effect = lower value | AID 504810 | actives 0.2% (n = 330,000) | activity change, negative = inhibition, % at 11.5 µM;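 active = activity change below a set negative limit, meaning inhibition stronger than a set level, cut at about -70% in these data; inconclusive = activity change between two set negative limits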; note: % is set by controls: 0 for no effect and ±100 for the full control effect
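TSHR-expressing cells were treated with compounds, then stimulated with TSH at EC80 (4nM final) for 2 hours at 37 deg C. Cellular cAMP was measured by HTRF competition between lysate cAMP and cAMP-d2 for a cryptate-labelled anti-cAMP antibody.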
ELG1 repair inh = blocks ELG1-dependent DNA repair in HEK293T cells; HEK293T ELG1-luciferase reporter, luminescence, 16 h; DNA damage induced by 5-fluorouridine; Potency, µM (titrated, usually from 46.1 µM), for the others: at the highest dose activity change, negative = inhibition, hits mostly inhibitors; actives 2.3% (n = 330,000); AID 504467; note: potency is the fitted concentration of half-maximal effect; % is set by controls: 0 for no effect and ±100 for the full control effect; nearly all actives have a fitted effect of over 55% in size
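Luminescence from the luciferase reporter, measured 30 min after ONE-Glo reagent at room temperature, was the read-out. Beforehand, 2,000 cells per well were exposed for 16 hr at 37 °C to 5-fluorouridine together with compound or vehicle.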
TCR activator = activators of T cell receptors; 330,000 tested, under 10 active; Potency, µM (highest dose often 9.22 µM), for inactives: at the top dose activation of IL-2 secretion, usual class: activators; primary human leukocytes, anti-CD3, IL-2 HTRF, 48 h; note: % of control where 0% means no effect
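Human primary leukocytes + a-CD3 beads + cpd, 48 hr; IL-2 in supernatant by HTRF (ex 320nm / em 665nm). No co-stimulatory signal supplied.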
Eya2 inh = Eya2 (human) phosphatase inhibition | O00167 | recombinant Eya2, OMFP fluorescence dephosphorylation (OMFP is methylfluorescein phosphate) | Potency, µM (highest dose often 76.9 µM), for the others: at the highest dose activity, negative = inhibition, actives largely listed as inhibitors | actives 0.006% (n = 330,000) | AID 488837; note: potency is the fitted concentration of half-maximal effect; % is set by controls: 0 for no effect and ±100 for the full control effect
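Eya2 protein (added as 0.2 uM solution) was preincubated with compound for 10 min at ambient temperature in 50 mM HEPES pH 7.5, 50 mM NaCl, 5 uM MgCl2, 0.05% BSA, 1 mM DTT. OMFP (added at 50 uM) then reacted 10 min; fluorescence read at 485/525 nm.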
A-T KAP1 phos = candidate therapy for ataxia-telangiectasia; […] A-T fibroblasts, KAP-1 phosphorylation AlphaLISA; neocarzinostatin DNA damage 30 min before lysis; Potency, µM (doses to about 57.5 µM), for inactives: top-dose activation, actives largely listed as activators; actives 0.19% (n = 320,000); AID 485349; note: potency is the fitted concentration of half-maximal effect; % of control where 0% means no effect; nearly all actives have a fitted effect of over 45% in size
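ATM-like activity read as KAP-1 phosphorylation via AlphaLISA donor/acceptor antibody pairs after lysis and 6 hr at 25C. Cells were ATM-null patient fibroblasts ([…], hTERT), dosed 60 min, then exposed to the DSB inducer NCS for 30 min.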
The depositor's hits bear a star; ? = inconclusive; nt = no result given; [ ] = another dose, or the depositor's remark. Unless noted, calls come from the whole dose curve; as a rule, active = well fitted curve in the direction sought with a large enough effect; inconclusive = small, poorly fitted or top-dose-only effect, or another doubt; inactive = no such curve, though single readings can be large; an effect the other way counts as inactive or inconclusive. Rows are unselected; any-hit rate near 3.2%.

canonical_smiles | TSHR antag | ELG1 repair inh | Eya2 inh | S-ASM inh | BCR signal inh | TCR activator | TSG101-PTAP inh | Mito fusion yeast | Tb PFK block | A-T KAP1 phos | a7 integrin act
O=C(OCCCN=C1NS(=O)(=O)c2ccccc21)c1ccccc1F | -11 | -2% | 14% | 0% | 3% | 13% | -4% | -2% | 1% | nt | 3%
CNC(=O)c1ccc(NC(=O)c2cc(S(=O)(=O)N3CCOCC3)ccc2N2CCCC2)cc1 | -2 | 10% | -11% | 2% | -2% | 1% | -2% | 0% | -5% | 1% | ?
CCCOc1ccc2oc(=O)c3c(c2c1)CCCN3C(=O)CN1CCc2ccccc2C1 | 1 | ? | -1% | 4% | ? | 0% | -4% | 15% | 0% | -8% | 0%
CCOC(=O)Cc1csc(NC(=O)c2cccc(N3C(=O)CCC3=O)c2)n1 | 2 | 4% | -7% | -1% | 7% | 0% | -2% | -4% | 0% | 7% | -22%
CC(=O)Nc1ccc(N(CC(O)Cn2c3ccccc3c3ccccc32)S(=O)(=O)c2ccc(C)cc2)cc1 (centres undefined) | 18 | ? | -5% | -5% | ? | 2% | -3% | 3% | -2% | -2% | ?
COC(=O)C(Sc1nc(C)cc(C)c1C#N)c1ccccc1 (centres undefined) | -4 | ? | -4% | -6% | 18% | 5% | 2% | 2% | 4% | 13% | -9%
O=C(NC1CC1)c1c(O)c2ccccc2[nH]c1=O | 0 | ? | ? | -3% | 6% | 0% | 2% | -12% | -4% | 1% | 3%
O=C(Oc1cc(Cl)ccc1Cl)C1=CC=CN2CCS(=O)(=O)N=C12 | 11 | 0% | -6% | 19% | 4% | -21% | -1% | -4% | 0% | 16% | 36%
O=C1CN(C(=O)COC(=O)CCCOc2ccccc2)c2ccccc2N1 | 23 | 0% | -28% | 1% | -12% | -2% | -5% | 10% | -5% | 6% | ?
N#C/C(=N\Nc1ccccc1)C(=N)N1CCCCCC1 | 8 | ? | -30% | -12% | -3% | 1% | 0% | -4% | -7% | -8% | -20%
CCOC(=O)C(C)Sc1ncnc2nc[nH]c12 (centres undefined) | -3 | -7% | 2% | 3% | -22% | -1%[46.1 µM] | nt | 0% | 5% | 3% | 20%
CCOC(=O)N1CCN(C(=O)C(=O)NNC(=O)COc2ccc(Cl)c(C)c2)CC1 | 8 | 17% | 0% | 2% | 1% | -5%[46.1 µM] | 0% | 0% | -2% | 1% | 0%
COc1cccc(/C=C/C(=O)OCC(=O)NCc2ccco2)c1 | -2 | 4% | 0% | -1% | 10% | 0%[46.1 µM] | -4% | -6% | -13% | 1% | -8%
Cc1ccccc1OCc1ccc(C(=O)N2CCOCC2)o1 | 8 | 8% | -2% | -3% | -14% | 10% | -1% | 10% | 0% | 6% | 1%
O=C(c1ccccc1F)N1CCCC(C(=O)N2CCN(c3ccccc3)CC2)C1 (centres undefined) | 1 | -11% | 15% | 7% | 0% | -2% | -1% | -11% | 1% | -8% | 2%
COc1cccc(-c2noc(C3CCCN(C(=O)c4ccc(F)cc4F)C3)n2)c1 (centres undefined) | -11 | 15% | 4% | -6% | -1% | -4% | -3% | 5% | -1% | 2% | 0%
O=C(COC(=O)c1ccc(Cl)c(S(=O)(=O)N2CCOCC2)c1)Nc1ccc2[nH]c(=O)[nH]c2c1 | -1 | -11% | 2% | -5% | 3% | 6% | 1% | 2% | ? | -11% | -30%
CCC(=O)Nc1cccc(-c2cn3cccc(C)c3n2)c1 | 0 | ? | -4% | -1% | 3% | -3% | -3% | 2% | -3% | 5% | ?
O=C(O)c1cccc(N2C(=O)C3CC=C(Cl)CC3C2=O)c1 (centres undefined) | 6 | 2% | -7% | 4% | -4% | -3% | -3% | 3% | -14% | 29% | -2%
COc1ccccc1NC(=O)CN1C(=O)CCS(=O)(=O)c2ccccc21 | -1 | 3% | 9% | -1% | ? | -3%[46.1 µM] | 0% | -1% | -6% | -2% | -34%
O=C(COc1ccc([N+](=O)[O-])cc1)N1CCN(c2nnc(-c3ccccc3)c3ccccc23)CC1 | 2 | -13% | 5% | 0% | 2% | 2% | 1% | 3% | -1% | -10% | 3%
CCOC(=O)c1nn(-c2ccc(OCC)cc2)c(C)c1C(C)=O | 1 | ? | -2% | 0% | 0% | 0%[46.1 µM] | 0% | 6% | 1% | 26% | -1%
COc1ccc(S(=O)(=O)N2CCN(Cc3ccccc3)CC2)cc1OC | -3 | -18% | -1% | 1% | -3% | nt | 1% | -1% | -7% | 6% | ?
COc1ccc(S(=O)(=O)n2nc(-c3ccc(Cl)cc3)cc2N)cc1OC | -4 | ? | 4% | -17% | ? | 6% | -2% | 9% | -6% | -3% | 7%
CCOC(=O)c1cn(CC)c2ccc(S(=O)(=O)N3CCC(C)CC3)cc2c1=O | -6 | -1% | 8% | -2% | -3% | 0% | -8% | 1% | 5% | 0% | -25%
Nc1cccc2c1C(=O)N(C(=O)/C=C/c1cccc(F)c1)C2=O | 9 | 0% | -3% | 65%[activator] | -1% | 4% | -5% | -6% | -15% | 19% | 0%
CCOc1ccc(NC(=O)NC2CCOC(C)(C)C2)cc1 (centres undefined) | 4 | 16% | 5% | 2% | 0% | 0% | -3% | 1% | 2% | 0% | 14%
Cc1cccc(CCNc2nc3ccccc3n3nnnc23)c1 | 11 | 15% | 5% | 1% | ? | -2% | 3% | 1% | -4% | -2% | 5%
COc1cc(C2c3c(n[nH]c3C)C(=O)N2c2ccc(Br)cc2)ccc1O (centres undefined) | 4 | -1% | -12% | -7% | 10% | -1% | 0% | -3% | -6% | 1% | -37%
CC(=O)N(c1ccc(N(C(C)=O)S(=O)(=O)c2ccccc2)cc1)S(=O)(=O)c1ccccc1 | 11 | -20% | -4% | -11% | 13% | -2% | 1% | 1% | -2% | -4% | -18%
COC(=O)N/N=C\c1ccccc1OC/C=C/c1ccccc1 | -1 | ? | -3% | -9% | ? | -4% | -2% | -2% | 1% | 7% | -13%
CCOC(=O)c1cc(C)sc1/N=C/C1C(=O)CCCC1=O | 11 | 2% | -16% | 5% | -13% | 5%[46.1 µM] | -10% | 0% | 9% | -13% | -2%
Cc1ccccc1Nc1c(-c2cccnc2)nc2ccc(Br)cn12 | 1 | 7% | -12% | -10% | 12% | 5% | -3% | 1% | -7% | 2% | -35%
O=C1Cc2cc(NS(=O)(=O)c3ccc(Cl)cc3)cc3c2N1CCC3 | -1 | 14% | 5% | 2% | -3% | 7% | -1% | 8% | 2% | 5% | 33%
O=C(NNC(=O)c1ccc(-c2ccccc2)cc1)Nc1ccc(F)cc1F | 22 | ? | -5% | -2% | -6% | 16% | -1% | 2% | -5% | -3% | 14%
COc1cccc(C(=O)/C=C2\NCCc3cc(OC)c(OC)cc32)c1 | -4 | ? | 8% | -3% | -7% | 0% | -5% | 12% | 0% | 4% | 11%
O=C1C=CC(=O)N1N(c1ccccc1)c1ccccc1 | -12 | ? | 8% | -5% | ? | 0%[46.1 µM] | -4% | -3% | -2% | ? | -12%
O=C(N/N=C/C1CC2CCC1C2)c1c[nH]c2ccccc12 (centres undefined) | -1 | -12% | -6% | 1% | ? | -5% | -4% | -1% | 0% | -6% | 26%
CC(=O)C1=C(c2ccc(Br)cc2)C(=O)c2ccccc2C1=O | 0 | 3.7µM* | -10% | nt | ? | 2%[46.1 µM] | -4% | -28% | 4% | 15% | -56%[inhibitor]
